Ins promoter up = MIN6 insulin promoter up-regulation; MIN6 insulin promoter-GFP reporter, high-content imaging; hits give high values; actives 0.3% (n = 190,000); z-score at 5 µM; AID 1625;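 active = z-score above 3 at 5 µM with at least 500 cells counted in the well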
Autophagy mod = alters autophagy in cells; MEF GFP-LC3 puncta imaging; test concentration mostly 10 µM; calls only at 10 µM (by protocol); actives 0.98% (n = 190,000); AID 463193;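 active = percentage of spot-positive cells more than 3 SD above its plate mean, without a fluorescence outlier flag or 80% toxicity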;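 also: spot-positive cell cutoff set from DMSO-treated cells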
PMI inhibitors = inhibitors of human PMI, primary screen, biochemical, fluorescence intensity, coupled assay (AID 1209). purified PMI enzyme, coupled fluorescence intensity; higher % means a stronger effect. one-dose inhibition, % at 20 µM; IC50 in µM for titrated hits. actives 0.42% (n = 190,000);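 also: plate controls were DMSO vehicle for no effect and wells lacking substrate for full effect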
TNAP activation fold = stimulation of alkaline phosphatase TNAP activity – biochemical, luminescent, no phosphate acceptor, uHTS, primary screen (AID 1001) | actives 0.03% (n = 200,000) | purified TNAP, luminescent activation assay, no phosphate acceptor; higher activation fold means a stronger effect | activation fold at 20 µM; hits with a dose series show EC50 in µM; in the data active = activation fold from about 3, or a potency from the dose series; inactive = the rest, 99 in 100 with activation fold below about 1.6; also: many of its hits are not listed in these tables
b-catenin transl = alters nuclear translocation of beta-catenin in HeLa cells | nuclear translocation activity, % at 5 µM | AID 1665 | actives 0.3% (n = 190,000) | immunofluorescence imaging;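 active = nuclear translocation activity above 50% at 5 µM, with a well cell count of 50 or more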;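 also: per-cell ratio of nuclear to cytoplasmic median beta-catenin stain intensity; plate controls were DMSO negative control for no effect and GSK-3 inhibitor IX positive control for full effect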
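Test system: human HeLa cells, native beta-catenin. Compound dosing: 5 µM primary single dose, 0.1% DMSO, 0.02–20 µM confirmation series. Incubation: compound exposure 24 h at 37°C. Detection: beta-catenin immunostaining with DAPI counterstain, 20x imaging, 6 fields/well. Read-out basis: Nuclear/cytoplasmic beta-catenin signal ratio, % activation.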
MT stabilizer = stabilizes microtubules in HeLa cells | HeLa tubulin immunostaining HCS, 24 h; share of cells brighter than vehicle mean+2SD | actives 0.83% (n = 200,000) | AID 2205 | % tubulin-high responders, % at 10 µM;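 active = plate Z-score above 3 for both tubulin-high and condensed-nucleus cell shares, with cell loss under 80%, at 10 µM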;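 also: anti alpha tubulin signal scored within the nucleus-defined area of each cell; some results filed as inactive read as strong as hits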
Lipid droplet = hepatic lipid droplet formation modulation; actives 0.4% (n = 240,000); AML12 mouse hepatocytes, oleate lipid droplets, BODIPY imaging; inhibition, % at 6.5 µM;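 active = lipid droplet intensity inhibited by at least 50%, with more than 500 cells counted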
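Material – mouse AML12 hepatocyte cell line, fixed after treatment · Compound dosing – one dose, 6.5 µM compound · Times – compound with oleate, overnight · Measured by – Image-based BODIPY and DAPI two-channel analysis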
human PMI inhibitors = human PMI inhibitors, high substrate, primary screen, biochemical, fluorescence intensity, high mannose 6-phosphate (AID 1220); recombinant PMI enzyme, coupled fluorescence intensity; higher % means a stronger effect; one-dose inhibition, % at 20 µM; IC50 in µM for titrated hits; actives 0.66% (n = 190,000)
T cell HTS = T cell immune modulation candidate; 2C CD8+ T cell-vesicle binding, flow cytometry; hits give low values; calls only at 7 µM; actives 0.068% (n = 330,000); AID 2052;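 active = response, share of CD8 T cells binding vesicles, and their 90th percentile fluorescence all below set limits, cut at about 80% in these data, passing the limit was not always enough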
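material = purified 2C TCR transgenic mouse naive CD8+ T cells | controls = Unloaded micro-vesicles (low), QL9 vesicles with 0.7% DMSO (high) | detection = cytometric PE anti-B7-1 and Alexa647 anti-CD8 signals after 1% paraformaldehyde fixation | incubation = binding step 1.5 h, 37 °C, antibody labelling 20 min, ice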
Ins promoter up cell count = second read-out of Ins promoter up, no call of its own (marks repeat the call); cell count; measured here: cytotoxicity, nuclei count;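 total cells summed across four imaged fields per well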
Lipid droplet cells 6.5 µM = recorded beside Lipid droplet, whose call it bears; cell count; measured here: cell count, cytotoxicity flag;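 cells counted across two imaged fields per well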
b-catenin transl cell count 5 µM = further read-out of b-catenin transl, marked with its call; cell count; measured here: cell count, cytotoxicity flag
T cell HTS vesicle-bound % = second read-out of T cell HTS, no call of its own (marks repeat the call); double positive events, %; measured here: CD8+ vesicle-bound cell fraction;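 binding gate set so that unloaded-vesicle control wells show 10% double positive cells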
MT stabilizer Hoechst-high % = further read-out of MT stabilizer, marked with its call; % Hoechst-high responders; measured here: nuclear condensation Hoechst responders;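 share of cells brighter than vehicle mean plus two SD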
MT stabilizer cytotoxicity % = second read-out of MT stabilizer, no call of its own (marks repeat the call); toxicity, %; measured here: cytotoxicity by cell density;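 0% = mean cell density of plate MIN control wells and 100% = no cells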
Autophagy mod cell loss 18 h = also measured in Autophagy mod; calls as there; toxicity, %; measured here: cell loss, nuclei count;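 cell loss after 18 h compound exposure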
An asterisk follows results filed as active; i = inactive; x = no result given. Rule as the data show it, unless noted: active = inhibition above about 50%; inactive = the rest.

No.	smiles	Ins promoter up	Ins promoter up cell count	Autophagy mod	Autophagy mod cell loss 18 h	PMI inhibitors	TNAP activation fold	b-catenin transl	b-catenin transl cell count 5 µM	MT stabilizer	MT stabilizer Hoechst-high %	MT stabilizer cytotoxicity %	Lipid droplet	Lipid droplet cells 6.5 µM	human PMI inhibitors	T cell HTS	T cell HTS vesicle-bound %
1	CCCCn1c(=O)[nH]c(=O)c2c1nc(-c1ccc(C(F)(F)F)cc1)n2C	-2.1	1069	i	2	-15%	1	3.3	1070	3.4	1.9	4.3	18	706	1%	i	38
2	Cc1cc(NC(=O)c2cccc(C(=O)Nc3cc(C)on3)n2)no1	-0.92	1155	i	6	-2%	1.2	x	x	1.3	0.3	23	-7	738	1%	i	22
3	NC(=O)CSc1nnc(-c2ccc(S(=O)(=O)N3CCCC3)cc2)o1	x	x	i	3	-19%	1	6.4	546	3.2	1.8	7.0	2	740	-22%	i	23
4	CCOC(=O)c1c(-c2ccc(C)o2)csc1NC(=S)NC(=O)c1cccs1	-0.97	914	i	-9	24%	1	-1.4	971	5.4	3.6	5.6	6	663	25%	i	46
5	COc1ccc(NS(=O)(=O)c2ccc(C)c(NC(=O)c3ccc(C)c(S(=O)(=O)N4CCOCC4)c3)c2)cc1	x	x	i	11	34%	1.1	0.5	922	3.5	2.3	1.0	0	706	16%	i	36
6	Cc1ccc(S(=O)(=O)CCc2nnc(N)s2)cc1C	x	x	i	0	-5%	1.1	1.0	554	5.7	1.7	3.7	1	719	-8%	i	40
7	Cc1nn(-c2ccccc2)c(N2CCCC2)c1/C=C1\N=C(c2ccc(OC(C)C)cc2)OC1=O	-0.17	1437	i	1	19%	0.9	-1.1	1115	4.2	2.6	8.1	-2	628	6%	i	21
8	COc1ccc(C(=O)n2nc(-c3ccco3)nc2SC)cc1OC	0.41	1786	i	-9	9%	1.1	0.2	1057	2.6	1.8	6.2	0	727	2%	i	57
9	CCCOc1ccc(C(C(=O)OCCN(CC)CC)c2ccccc2)cc1 (stereo not given)	-1.3	943	i	-2	5%	1.1	-4.1	1231	2.0	1.5	1.7	-9	713	4%	i	21
10	Cc1ccc(NC(=O)CS(=O)CC(=O)Nc2ccc(N3CCOCC3)cc2)cc1Cl (stereo not given)	0.43	1081	i	-11	-9%	1.1	-7.4	925	4.5	1.8	4.5	x	x	-6%	i	30
11	CCN1C(=O)CC(NNC(=O)c2ccccc2)C1=O (stereo not given)	0.25	1027	x	x	x	x	0.9	1269	x	x	x	17	783	x	i	20
12	CC1CCc2sc(C(=O)NN=C3CCC(c4ccccc4)CC3)cc2C1 (stereo not given)	1.2	1281	i	-2	-5%	1	0.5	473	3.7	2.9	7.6	-2	678	-11%	i	61
13	Cc1cc(-c2nnc3n2N=C(c2ccccc2Br)CS3)n[nH]1	-1.4	897	x	x	x	x	-0.6	1258	x	x	x	0	710	x	i	42
14	Cc1c(NC(=O)CSc2nnnn2C)c(=O)n(-c2ccccc2)n1C	0.19	1560	i	6	0%	1.1	1.6	1267	2.4	2.1	5.9	x	x	3%	i	17
15	CC(C)N1C(=O)S/C(=C/c2ccc3c(c2)n(C)c(=O)n3C)C1=O	-0.93	1076	i	-5	13%	1.1	2.4	1358	0.9	1.7	6.0	x	x	8%	i	27
16	Cc1cc(C)c(C#N)c(Nc2ccccc2Cl)n1	0.01	1168	i	-7	-7%	1.1	-7.9	859	5.4	1.8	9.0	x	x	-4%	i	45
17	Cc1ccc2c(c1)N(CC(=O)NCc1cccs1)C(=O)C(C)O2 (stereo not given)	-1.5	1470	i	-1	-8%	1.1	0.2	1419	2.7	1.4	0.2	x	x	-8%	i	24
18	Cc1cccc2nc(Cn3c(=O)n(CCCC(=O)NCc4ccco4)c(=O)c4ccccc43)cc(=O)n12	-0.04	1087	i	1	-23%	1	-3.8	537	3.3	4.0	7.6	-26	745	2%	i	35
19	CCn1c(SCC(=O)c2ccc3ccccc3c2)nnc1-c1ccco1	-0.25	915	i	-8	-4%	1	-0.5	1191	1.5	1.3	3.2	-2	774	3%	i	50
20	CCc1nc(N=C(N)N)nc2ccccc12	-1.8	1166	i	-2	8%	1.1	-0.5	1025	2.8	3.4	0.1	3	708	7%	i	8

8 entries already listed, arranged by molecular weight, rising:
No.	smiles	Ins promoter up	Ins promoter up cell count	Autophagy mod	Autophagy mod cell loss 18 h	PMI inhibitors	TNAP activation fold	b-catenin transl	b-catenin transl cell count 5 µM	MT stabilizer	MT stabilizer Hoechst-high %	MT stabilizer cytotoxicity %	Lipid droplet	Lipid droplet cells 6.5 µM	human PMI inhibitors	T cell HTS	T cell HTS vesicle-bound %
20	CCc1nc(N=C(N)N)nc2ccccc12	-1.8	1166	i	-2	8%	1.1	-0.5	1025	2.8	3.4	0.1	3	708	7%	i	8
16	Cc1cc(C)c(C#N)c(Nc2ccccc2Cl)n1	0.01	1168	i	-7	-7%	1.1	-7.9	859	5.4	1.8	9.0	x	x	-4%	i	45
6	Cc1ccc(S(=O)(=O)CCc2nnc(N)s2)cc1C	x	x	i	0	-5%	1.1	1.0	554	5.7	1.7	3.7	1	719	-8%	i	40
1	CCCCn1c(=O)[nH]c(=O)c2c1nc(-c1ccc(C(F)(F)F)cc1)n2C	-2.1	1069	i	2	-15%	1	3.3	1070	3.4	1.9	4.3	18	706	1%	i	38
3	NC(=O)CSc1nnc(-c2ccc(S(=O)(=O)N3CCCC3)cc2)o1	x	x	i	3	-19%	1	6.4	546	3.2	1.8	7.0	2	740	-22%	i	23
13	Cc1cc(-c2nnc3n2N=C(c2ccccc2Br)CS3)n[nH]1	-1.4	897	x	x	x	x	-0.6	1258	x	x	x	0	710	x	i	42
4	CCOC(=O)c1c(-c2ccc(C)o2)csc1NC(=S)NC(=O)c1cccs1	-0.97	914	i	-9	24%	1	-1.4	971	5.4	3.6	5.6	6	663	25%	i	46
7	Cc1nn(-c2ccccc2)c(N2CCCC2)c1/C=C1\N=C(c2ccc(OC(C)C)cc2)OC1=O	-0.17	1437	i	1	19%	0.9	-1.1	1115	4.2	2.6	8.1	-2	628	6%	i	21

The listing continues.
No.	smiles	Ins promoter up	Ins promoter up cell count	Autophagy mod	Autophagy mod cell loss 18 h	PMI inhibitors	TNAP activation fold	b-catenin transl	b-catenin transl cell count 5 µM	MT stabilizer	MT stabilizer Hoechst-high %	MT stabilizer cytotoxicity %	Lipid droplet	Lipid droplet cells 6.5 µM	human PMI inhibitors	T cell HTS	T cell HTS vesicle-bound %
21	COc1ccccc1N1CCN(S(=O)(=O)c2c(C)ccc3nsnc23)CC1	0.35	1189	i	27	17%	1.1	x	x	3.5	2.7	8.5	-14	714	15%	i	10
22	CCOc1ccc(N/C(C)=C/C(=O)c2ccc(C)o2)cc1	1.1	825	i	2	10%	1	x	x	2.3	2.0	7.6	5	809	4%	i	56
23	O=C(Cc1ccc([N+](=O)[O-])cc1)Nc1ccc2c(c1)C(=O)NC2=O	-0.07	1229	i	-4	-5%	1.1	-1.2	1069	2.0	1.7	8.7	-7	639	-13%	i	14
24	Nc1nc2n(n1)C(c1cccc(Br)c1)CC(c1ccccc1)N2 (stereo not given)	0.61	1875	x	x	20%	1.2	-1.7	1049	5.2	2.1	3.9	-6	593	17%	i	30
25	Cn1c(=O)c2c(nc(N3CCN(c4ccc([N+](=O)[O-])cc4)CC3)n2C)n(C)c1=O	-0.18	1406	x	x	x	x	-1.7	1125	x	x	x	21	729	x	i	24
26	O=[N+]([O-])c1ccc(N2CCN(S(=O)(=O)c3ccccc3)CC2)cc1N1CCc2ccccc2C1	-0.43	1556	i	7	18%	0.9	-1.8	1140	6.2	1.7	9.7	-26	644	12%	i	37
27	C/C(=N/NC(=O)c1ccncc1)c1c[nH]c2ccccc12	0.12	1212	i	6	0%	0.9	-1.0	1119	2.0	2.6	7.2	-5	674	8%	i	63
28	O=C(O)CCn1cc(/C=C\C(=O)c2ccc(Cl)cc2)c(-c2cccc(Br)c2)n1	1.5	1453	i	8	6%	0.9	-1.4	1109	2.9	3.6	6.1	15	667	4%	i	10
29	CCN(C(=S)Nc1ccc(Oc2ccccc2)cc1)c1ccccc1	-0.43	1509	i	-11	3%	1.1	3.0	1140	2.2	3.1	9.4	1	565	-5%	i	37
30	CCN(CC)C(=O)Cn1cnc2sc(C(=O)N3CCN(Cc4ccc5c(c4)OCO5)CC3)c(C)c2c1=O	x	x	i	10	-16%	1	-2.1	1118	1.6	1.1	4.7	4	722	1%	i	33
31	O=C(Nc1ccc(OCc2ccccc2)cc1)Nc1ccccc1C(=O)NCCCN1CCOCC1	0.14	1516	x	x	x	x	-3.0	1202	x	x	x	-5	767	x	i	53
32	O=C(NCc1ccccc1)c1cccc(COc2cc(Cl)ccc2Cl)c1	-0.63	1578	i	7	11%	1.1	-3.0	1328	3.0	2.7	16	-29	636	16%	i	60
33	Cc1ccc2nc(-c3ccccn3)cc(C(=O)Nc3ccc(S(=O)(=O)N4CCOCC4)cc3)c2c1	-1.7	1513	i	-54	16%	1.1	-1.7	1028	3.8	1.9	5.8	-1	703	17%	i	30
34	Cc1cc2n(n1)C(c1sccc1C)Nc1c(C)cccc1-2 (stereo not given)	x	x	i	-5	11%	1	0.0	1172	2.6	2.7	13	x	x	7%	i	40
35	COc1ccc(N/C=C/C(=O)c2ccc(Cl)cc2)cc1	-0.18	1476	i	-2	-4%	1.1	1.0	1009	3.1	3.7	4.7	-9	612	-3%	i	40
